Akt phos inh: blocks phosphorylation of Akt; 0.32% of 360,000 active; AID 651550; activity change, % for hits at 50 µM; Neuro2A IGF-stimulated pAkt S473 HTRF, 20 min; stronger effect = lower value; in the data active = activity change below about -80%; inconclusive = mostly about -51% to -80%; also: % is scaled to controls: 0 for no effect and ±100 for the full control effect
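Neuro2A cells in DMEM with 0.5% FBS, overnight at 37 deg C, given compound at single 50 µM final, then IGF (6 nM final) for 20 min at 37 deg C. Lysed; phospho-Akt Ser473 by HTRF after 24 h, 665/615 ratio.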
FUS yeast rescue: suppressors of FUS proteinopathy in yeast; 0.24% of 390,000 active; S. cerevisiae FUS-expressing, growth rescue, OD600, 24 h; AID 1347120; Potency, µM (doses to about 76.6 µM), for the others: top-dose growth rescue (activation), usual class: activators;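 also: potency is read from the fitted curve at half-maximal effect; plate controls were DMSO vehicle for no effect and reference control for full effect; nearly all actives have a fitted effect of over 55% in size; some results filed as inactive show a strong effect at the top dose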
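Yeast FUS proteinopathy model; galactose-induced FUS (2%), starting OD 0.005. Cpds in dilution series, 24hr, 30C, 99% humidity. Abs 600 nm growth. Pos ctrl CP55940 (top 92uM final); neg ctrl DMSO.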
aSyn rescue: rescues yeast growth from alpha-synuclein toxicity | Potency, µM (doses to about 46.1 µM), without a hit: at the top dose growth rescue (activation), usual class: activators | AID 652106 | Yeast expressing alpha-synuclein, growth rescue, BacTiter-Glo, 24 h | 0.14% of 370,000 active; also: potency is read from the fitted curve at half-maximal effect; % of control where 0% means no effect; nearly all actives have a fitted effect of over 65% in size
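Rescue of yeast growth: cells expressing toxic alpha-synuclein, induced in galactose at OD600 0.02, incubated with compound 24 h at 30 C. ATP luminescence quantified growth; inhibitors of toxicity appear as activators.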
Abeta yeast res: compounds reversing amyloid beta toxicity in yeast; yeast expressing A-beta42, growth rescue, OD600, 48 h; response scale: 0% DMSO, 100% iron-clioquinol control; Potency, µM (titrated, usually from 46.1 µM), for inactives: top-dose growth rescue, usual class: activators; 0.063% of 410,000 active; AID 1347071; also: potency is read from the fitted curve at half-maximal effect; nearly all actives have a fitted effect of over 55% in size
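Growth rescue measured by 600 nm absorbance after 48 h yeast culture at 30 C with compound. Values normalized between DMSO and an equimolar ferric chloride plus clioquinol control.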
GLP1R cytotox: cytotoxicity counter-screen for GLP-1 receptor inverse agonists; 0.13% of 410,000 active; HEK293 cAMP-luciferase reporter cells, luminescence, 24 h; AID 624418; Potency, µM (top dose mostly 38.3 µM), inactives show at the top dose activity change, negative = inhibition, actives largely listed as inhibitors;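 also: loss of luciferase light is scored as toxicity; potency is read from the fitted curve at half-maximal effect; % is scaled to controls: 0 for no effect and ±100 for the full control effect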
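Compound-treated cells are incubated 24 hr at 37 deg C under 5% CO2 after a 12 hour attachment period, then luciferase detection reagent is added and luminescence is measured following 12 min at room temperature; lowered signal indicates toxicity.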
PTHR1 ag: PTHR1 (human) receptor agonism | Q03431 | HEK293 GP2 PTHR1 cells, GloSensor cAMP luminescence, 1 h | Potency, µM (top dose mostly 115 µM), for inactives: top-dose activation, hits mostly activators | 0.075% of 410,000 active | AID 743266; also: potency is read from the fitted curve at half-maximal effect; nearly all actives have a fitted effect of over 55% in size; some results filed as inactive show a strong effect at the top dose; inactives centre near -15; many of its hits are not listed in these tables
Target sequence (Q03431 whole entry, looked up): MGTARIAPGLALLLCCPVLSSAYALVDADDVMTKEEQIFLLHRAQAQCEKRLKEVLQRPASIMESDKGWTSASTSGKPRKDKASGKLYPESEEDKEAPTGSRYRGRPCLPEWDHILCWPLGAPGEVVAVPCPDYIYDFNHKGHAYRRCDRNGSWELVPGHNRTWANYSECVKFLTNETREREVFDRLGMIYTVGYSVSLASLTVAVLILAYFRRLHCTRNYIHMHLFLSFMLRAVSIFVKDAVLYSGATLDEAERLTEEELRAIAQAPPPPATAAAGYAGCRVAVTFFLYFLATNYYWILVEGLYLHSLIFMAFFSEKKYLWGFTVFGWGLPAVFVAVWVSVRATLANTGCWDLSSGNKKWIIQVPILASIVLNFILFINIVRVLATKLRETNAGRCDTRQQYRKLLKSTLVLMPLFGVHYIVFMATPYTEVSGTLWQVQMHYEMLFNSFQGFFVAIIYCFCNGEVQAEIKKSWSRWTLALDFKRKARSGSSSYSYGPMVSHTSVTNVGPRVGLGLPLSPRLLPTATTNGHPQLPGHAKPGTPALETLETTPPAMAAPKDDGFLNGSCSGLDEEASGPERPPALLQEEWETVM
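HEK-293-derived GP2 cells expressing PTHR1 and a GloSensor cAMP reporter, 3,000/well, plated overnight, given luciferin plus IBMX (each 0.5 mM as added) for 1 h at 37 °C, then compound for 1 h at 37 °C. Luminescence was read after 15 min at room temperature.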
TDP43 rescue: rescues yeast growth from TDP-43 toxicity; TDP-43 expressing yeast growth rescue, BacTiter-Glo, 24 h; AID 652104; Potency, µM (doses to about 46.1 µM), without a hit: at the highest dose growth rescue (activation), actives largely listed as activators; 1.8% of 410,000 active; also: potency is read from the fitted curve at half-maximal effect; % of control where 0% means no effect; nearly all actives have a fitted effect of over 50% in size
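Yeast cells expressing TDP-43 under galactose induction are exposed to compounds for 24 hr at 30 deg C. BacTiter-Glo luminescence measures growth, so protective compounds score as activators.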
GLP-1R inv ag: inverse agonists of human GLP-1 receptor; P43220; Potency, µM (titrated, usually from 38.3 µM), for inactives: top-dose activity change, negative = inhibition, usual class: inhibitors; 1.6% of 410,000 active; HEK293 GLP-1R CRE-luciferase, luminescence, 24 h; GLP-1R form is constitutively active; also: potency is read from the fitted curve at half-maximal effect; % is scaled to controls: 0 for no effect and ±100 for the full control effect; nearly all actives have a fitted effect of over 55% in size
Target sequence (P43220 whole entry, looked up): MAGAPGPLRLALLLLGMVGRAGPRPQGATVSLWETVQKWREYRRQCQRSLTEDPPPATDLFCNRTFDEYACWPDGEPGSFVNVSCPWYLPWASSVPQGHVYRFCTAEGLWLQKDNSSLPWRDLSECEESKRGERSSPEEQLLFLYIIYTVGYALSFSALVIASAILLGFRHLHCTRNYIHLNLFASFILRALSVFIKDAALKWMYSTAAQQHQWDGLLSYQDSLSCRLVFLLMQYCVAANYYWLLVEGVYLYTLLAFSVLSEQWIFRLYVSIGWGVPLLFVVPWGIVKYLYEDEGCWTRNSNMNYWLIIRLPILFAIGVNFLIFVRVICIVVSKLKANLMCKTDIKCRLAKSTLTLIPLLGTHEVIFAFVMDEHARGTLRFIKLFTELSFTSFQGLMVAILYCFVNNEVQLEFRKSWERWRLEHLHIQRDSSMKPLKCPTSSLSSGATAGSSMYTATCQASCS
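Luminescence readout: a drop in cAMP-driven luciferase signal flags inverse agonism at a constitutively active GLP-1R stably expressed in HEK293. Compound exposure lasted 24 hr at 37 deg C, 5% CO2.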
Mm-Cpn inhibitor: inhibitors of Methanococcus maripaludis chaperonin (MmCpn); purified Mm-Cpn ATPase, ADP Transcreener TR-FRET; Potency, µM (highest dose often 76.9 µM), for inactives: top-dose activity, negative = inhibition, actives largely listed as inhibitors; 0.031% of 330,000 active; AID 504842; also: potency is read from the fitted curve at half-maximal effect; % is scaled to controls: 0 for no effect and ±100 for the full control effect; nearly all actives have a fitted effect of over 80% in size
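Purified archaeal chaperonin (25 nM final) was preincubated with compound for 10 min at 37°C, then ATP (10 uM final) was added for 30 min at 37°C in Tris pH 7.4/KCl/MgCl2/DTT buffer. ADP was quantified by HTRF Transcreener TR-FRET.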
Starred values were filed as active, the others as inactive; i = inactive; ? = inconclusive; . = not tested or not shown; & = joins results of further samples; [ ] = dose if it differs, or a comment. Unless noted, calls follow the shape of the dose curve; as a rule, active = well fitted curve in the direction sought with a large enough effect; inconclusive = small, poorly fitted or top-dose-only effect, or another doubt; inactive = no such curve, though single readings can be large; an effect the other way counts as inactive or inconclusive. Only part of the results is shown (hit frequency here may not be typical).

SMILES	Akt phos inh	FUS yeast rescue	aSyn rescue	Abeta yeast res	GLP1R cytotox	PTHR1 ag	TDP43 rescue	GLP-1R inv ag	Mm-Cpn inhibitor
CCC(=O)NNc1ccc(Br)cc1	i	6.8%	-1.6%	9.4%	-23.2%	?	-21.5%[0.397 µM]	?	1.7%
COC(=O)Nc1nncs1	i	-2.7%	-0.7%	-3.2%	2.3%	i	1.8%	9.5%	-0.3%
COc1ccc(C(=O)NCC(=O)N/N=C/C=C/c2ccccc2)cc1OC	i	6.1%	1.8%	6.6%	3.3%	i	20.7%	-16.7%	2.2%
CC1(C)CC(=O)C(C(C#Cc2ccccc2)C2=C(O)CC(C)(C)CC2=O)=C(O)C1	.	20.0%	0.5%	-38.5%[inhibitor]	?	-2.1%[57.5 µM]	-12.4%	?	2.5%
CCc1ccc2[nH]c(=O)c(-c3ccccc3)c(O)c2c1	i	4.2%	0.3%	10.2%	-12.4%	i	-8.9%	46.3%[activator]	-2.2%
OCC1OC(n2ccc3c(SCc4ccccc4)ncnc32)C(O)C1O (stereo unspecified)	i	.	8.3%	6.1%	-1.9%	-24.5%	25.0%	2.2%	.
CC(=O)c1cccc(NC(=S)NNC(=O)c2ccco2)c1	i	-13.2%	1.0%	3.3%	8.5%	i	7.2%	7.7%	-0.2%
CC1CN(C2CCN(S(=O)(=O)c3ccccc3)CC2)CC(C)O1 (stereo unspecified)	i	39.1%	-1.2%	-11.1%	4.5%	5.3%[57.5 µM]	-3.5%	-7.9%	-0.1%
O=S(=O)(Nc1nc2n(n1)C(c1ccc(F)cc1)C=C(c1ccccc1)N2)c1ccccc1 (stereo unspecified)	.	-12.1%	.	-4.6%	174.2%[activator]	-13.9%	0.0%[9.22 µM]	10.1%	.
CCOc1ccc(NC(=S)NNc2ccnc3cc(Cl)ccc23)cc1	i	40.4%	-0.4%	-18.9%	-6.9%	-41.6%[inhibitor]	17.5%	?	1.4%
CCOc1ccc(-n2cc(C(=O)Nc3cccc(C)n3)c3cc(OC)c(OC)cc3c2=O)cc1	i	27.8%	-5.0%	-3.6%	-1.7%	i	-11.3%	0.3%	.
Cc1ccc2[nH]c3c(=O)n(CC(=O)NCCCN4CCN(c5ccc(F)cc5)CC4)ncc3c2c1	i	-9.0%&-15.4%	-1.6%	5.4%&-3.3%	-3.8%&-15.4%	i	-1.6%&13.9%	?	-1.5%
COC(=O)c1ccc2c(=O)n(CCN3CCOCC3)c(SCC(=O)Nc3ccccc3OC)nc2c1	i	-3.8%	1.2%	-5.3%	-4.7%	-39.7%[inhibitor]	11.1%	16.2%	.
CCOC(=O)c1ccc(Nc2nc(=O)c3cccnc3s2)cc1	i	20.1%	-0.3%	-5.4%	-2.4%	-10.5%	-9.0%	7.0%	0.4%
O=C(NNc1ccc(O)cc1)c1ccc(Br)cc1	i	2.8%	0.8%	-25.5%	-15.6%	-7.4%	2.6%	?	4.2%
O=C(CSC(=S)N1CCCC1)N1CCN(S(=O)(=O)c2cccc(F)c2)CC1	i	7.8%	15.9%	-1.7%	-4.1%	-35.0%[inhibitor]	-10.4%	-15.8%	0.6%
CCc1cccc(CC)c1NC(=S)N1CCn2cccc2C1c1cccnc1 (stereo unspecified)	i	0.5%	-14.6%	-9.4%	-9.1%	i	-8.2%	?	-2.8%
Cc1cc(C)n(CCNS(=O)(=O)c2ccccc2)n1	i	-5.9%	-0.2%	-4.2%	10.0%	-0.6%	-7.4%	-27.3%	0.9%
COc1ccc(OC)c(-c2cc(C(=O)NCCCn3ccnc3)no2)c1	i	19.0%	-10.2%	10.6%	5.7%	i	4.8%	0.0%	3.0%
Clc1ccc(-c2ccn[nH]2)cc1	i	-23.9%	-12.4%	-7.5%	-11.4%	-58.7%[inhibitor]	11.5%	-1.6%	1.2%
CCOc1ccc(CNC(=O)c2ccc3c(c2)nc2n3CCCCC2)cc1	.	6.5%	.	7.4%	3.5%	i	24.7%	-8.8%	.
CCOc1ccc(NC(=O)c2ccc3nc(Cc4ccccc4)oc3c2)cc1	.	-6.0%	.	-14.7%	-12.2%	-20.5%	15.9%	?	.
Cn1c(=O)n(C)c2cc(NC(=O)c3ccccc3NS(C)(=O)=O)ccc21	i	-8.1%	2.3%	-13.1%	-24.7%	i	1.0%	29.4%	-1.0%
Cc1cccc(NC(=O)c2cnc3sccn3c2=O)c1	i	-14.8%	-3.4%	-18.7%	-12.1%	-39.3%	14.4%	-10.9%	1.4%
S=C(Nc1ccc(N2CCOCC2)cc1)Nc1ccc2nc(-c3ccco3)c(-c3ccco3)nc2c1	i	?	1.7%	0.4%	140.1%[activator]	-4.2%	0.7%	25.5%	-11.1%
CCOC(=O)C(=O)NCC(c1cccs1)S(=O)(=O)c1ccc(C)cc1 (stereo unspecified)	i	12.9%	1.0%	3.6%	-11.9%	i	-7.3%	28.0%	0.1%
CCN(CC)C(=O)Cn1c(=O)n(CC2CCC(C(=O)NC)CC2)c(=O)c2sccc21 (stereo unspecified)	.	-34.9%	.	-21.0%	2.5%	8.6%	-11.0%	12.1%	.
O=C(CSc1nccn(-c2ccc(F)c(F)c2)c1=O)NC1CCCC1	i	10.8%	-10.8%	-19.9%	-0.7%	-20.1%	25.2%	-5.3%	-1.0%
CCOC(=O)C1(C)CCN1C(=O)c1cc(-c2ccc(Cl)cc2)oc1C (stereo unspecified)	i	29.4%	4.2%	-39.1%[inhibitor]	0.7%	-24.0%	?	?	.
COC(=O)C1CCN(CC(N)=O)CC1	i	5.0%	3.0%	-4.0%	-14.9%	i	9.0%	19.0%	-0.2%
Cc1ccc(-n2c(SCc3ccc([N+](=O)[O-])cc3)nc3ccccc3c2=O)cc1	i	3.4%	-0.6%	2.3%	2.3%	?	-21.6%	3.0%	-1.1%
N#CCC(=O)NCCCc1ccccc1	i	22.7%	-1.4%	0.9%	12.8%	i	-17.7%	41.9%[activator]	-0.5%
CC(C)(C)C(=O)Nc1ccc(-c2csnn2)cc1	i	-17.6%	1.2%	-10.7%	-8.9%	i	4.7%	3.9%	-20.2%
O=C(C[C@@H]1C[C@H]2c3cc(NC(=O)Nc4ccccc4F)ccc3O[C@H]2[C@H](CO)O1)NCC(F)(F)F	i	-1.7%	?	-2.7%	19.1%	10.5%	-2.8%	13.7%	.
COc1cc(OC)c(S(=O)(=O)Nc2ccc(C)cn2)cc1NC(C)=O	i	.	0.2%	0.0%	19.7%	-14.5%	7.0%	0.8%	0.2%
CCCCn1c(N)c(N(CCOC)C(=O)c2cccc(S(=O)(=O)N(CC)c3ccccc3)c2)c(=O)[nH]c1=O	i	17.9%	-4.5%	7.1%	20.6%	-0.9%	1.2%	8.9%	-0.2%
CCOC(=O)c1ccccc1NC(=O)C=C(C)C	i	.	-0.8%	2.5%	-2.0%	-6.2%	-10.6%	-17.5%	2.8%
CCOC(=O)N1CCC(NCCNC(=O)c2ccccc2Cl)CC1	i	26.1%	2.5%	7.3%	-11.9%	-3.7%	11.8%	4.2%	-1.1%
Oc1ccc(-c2nc3ccccc3s2)cc1	i	-11.5%	-17.2%	-36.3%[inhibitor]	-7.2%	-90.3%[inhibitor]	35.5µM*	-2.2%	-13.9%
CN1C(=O)C2C(c3ccc(N(C)C)cc3)=NN(Cc3ccccc3)C2C1=O (stereo unspecified)	i	25.9%	18.2%	-35.3%	6.6%	-4.8%	0.0%	10.8%	0.8%
N#CC(c1ccc(Cl)nn1)c1ccccc1Cl (stereo unspecified)	i	2.0%	1.0%	-4.3%	54.8%[activator]	i	18.1%	-19.9%	1.0%
COc1ccccc1NS(=O)(=O)c1cc(NC(=O)CCC2CCCC2)ccc1N1CCOCC1	i	-4.7%	-5.7%	8.1%	5.0%	-6.0%	12.3%	10.9%	-6.9%
CC[C@@]1(c2ccccc2)C(=O)N(C(=O)OC)N1C(=O)OC	i	-37.0%	-0.3%	-6.6%	-4.3%	-45.6%[inhibitor]	3.4%	0.5%	-1.1%
CCNC(=O)Nc1ccccc1C(=O)OC	i	0.7%	-8.2%	0.4%	-10.0%	i	-7.0%	32.9%[activator]	-1.3%
O=S(=O)(c1ccc2nc(Cc3ccccc3)[nH]c2c1)N1CCOCC1	i	-3.3%	0.5%	11.1%	4.3%	-8.5%[57.5 µM]	-5.8%	4.5%	-1.5%
Cc1cc(C)c(S(=O)(=O)N2CCC(n3c(C(F)(F)F)nc4cccnc43)CC2)c(C)c1	.	-10.0%	.	-2.7%	2.0%	-15.1%	12.1%	3.1%	.
CCN(CC)CCCNC(=O)C1c2cc(OC)c(OC)cc2C(=O)N(C)C1c1cccnc1 (stereo unspecified)	i	-11.4%	0.7%	-11.6%	-8.6%	i	1.3%	-8.6%	1.3%
COc1ccc(C)cc1NC(=O)Nc1ccccc1	i	15.9%	-0.6%	10.7%	1.0%	-21.0%	-3.1%	?	1.1%
O=c1[nH]c(/C=C/c2ccccn2)nc2ccccc12	i	-20.7%	?	-14.6%	15.1%	i	8.9%	?	-4.4%
Cc1ccc(-c2noc(CSc3nnc(Cc4ccccc4)n3-c3cccc(C)c3)n2)cc1	i	?	15.5%	-6.1%&-34.3%	0.3%&9.2%	-14.7%	-8.4%&-23.8%	?	-1.1%
